Source: PubChem BioAssay (National Center for Advancing Translational Sciences (NCATS))
TGFb SMAD3 inh: inhibitors of TGF-b signaling. AID 588855. 410,000 tested, 1.2% active. HepG2 CAGA-GFP TGF-b/SMAD3 reporter, GFP fluorescence, 18 h; TGF-beta stimulated, 500 pg/mL final. Potency, µM (series often up to 46.1 µM), without a hit: top-dose activity, negative = inhibition, usual class: inhibitors; further: potency means the concentration at half of the fitted maximal effect; on the % scale 0 is the no-effect control and ±100 the full control effect; nearly all actives have a fitted effect of over 65% in size
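First, reporter cells (HEPG2 CAGA-GFP) rested 2 h at 37 degrees C. Next, compounds were pinned in and TGF-beta added to 500 pg/mL final. After 18 h, GFP was imaged per cell and summed per well.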
A549 tox: counter-screen for Nrf2 inhibitors: cytotoxicity in A549 cells. A549 ARE-Fluc cells, CellTiter-Fluor viability, 18-24 h. Potency, µM (series often up to 46 µM), for inactives: at the top dose activity change, negative = cytotoxicity, most hits filed as inhibitors. 390,000 tested, 0.16% active. AID 504648; further: potency means the concentration at half of the fitted maximal effect; on the % scale 0 is the no-effect control and ±100 the full control effect
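Cytotoxicity counterscreen: CellTiter-Fluor fluorescence was measured in A549 ARE_Fluc cells after 18-24 h of compound exposure in a concentration series. The subsequent BugLite luminescent read reports ARE-luciferase activity.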
ATXN2 expr inh: inhibitors of ATXN2 expression. Potency, µM (titrated, usually from 57 µM), without a hit: at the highest dose activity change, negative = inhibition, hits mostly inhibitors. AID 1745845. HEK-293 ATXN2-luciferase reporter, luminescence, 24 h. 360,000 tested, 0.72% active; further: potency means the concentration at half of the fitted maximal effect; on the % scale 0 is the no-effect control and ±100 the full control effect; nearly all actives have a fitted effect of over 55% in size
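qHTS (up to 57 uM final) was run with 24 h compound exposure of reporter cells at 37 °C. Each well was multiplexed: SteadyGlo luminescence measured ATXN2-luciferase expression after a fluorogenic Gly-Phe-AFC viability readout (25 uM final).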
Nrf2 inh: inhibitors of Nrf2 signaling; A549 ARE-Fluc reporter, luciferase luminescence, 18-24 h; Potency, µM (top dose mostly 46 µM), for the others: at the top dose activity change, negative = inhibition, most hits filed as inhibitors; 360,000 tested, 2.1% active; AID 504444; further: potency means the concentration at half of the fitted maximal effect; on the % scale 0 is the no-effect control and ±100 the full control effect; nearly all actives have a fitted effect of over 60% in size
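In this cell-based qHTS, ARE-driven firefly luciferase in A549 cells reports Nrf2 activity; the luminescent signal after BugLite lysis is the measured value, with a prior CellTiter-Fluor read for cell health.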
HepG2 viability: kills HepG2 cells in TGF-b inhibitor counter-screen. HepG2 CAGA-GFP viability, ATP luminescence, 18 h. Potency, µM (top dose mostly 46.1 µM), for inactives: at the highest dose activity change, negative = cytotoxicity, hits mostly cytotoxic. 410,000 tested, 0.76% active; further: potency means the concentration at half of the fitted maximal effect; some results filed as inactive show a strong effect at the top dose
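HepG2 CAGA-GFP cells (1000/well, DMEM with 1% FBS) received compound, then TGF-beta at 500 pg/mL final, and were incubated 18 hours at 37 degrees C. Viability was read by CellTiter-Glo luminescence. Media-only wells were set as complete cell-killing and DMSO as no toxicity.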
ATXN viability: cell viability loss in ATXN counter-screen | S2 cells (HEK-293 line with an ATXN2-luciferase reporter) viability, CellTiter-Fluor protease fluorescence, 24 h | Potency, µM (top dose mostly 56.7 µM), usual class: cytotoxic | 400,000 tested, 0.49% active; further: potency means the concentration at half of the fitted maximal effect; nearly all actives have a fitted effect of over 40% in size
IL-2 act: activators of IL-2. IL-2 activation reporter assay, cell-based qHTS; stimulated with anti-CD3/CD4/CD28 beads; in transgenic mouse T cells. activation, % (series mostly up to about 46 µM). 360,000 tested, 0.065% active. AID 652025; in the data active means activation above about 50%; inconclusive means mostly about 30% to 49%; further: 0% is about no effect
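Readout is EGFP and DsRed signal by fluorescent plate cytometry after 18 h at 37 degrees C. Transgenic mouse T cells (750/well) received compound for 60 min before bead stimulation (anti-CD3, anti-CD4, anti-CD28); memory T cells served as non-tolerant control.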
Nrf2 ARE act: activators of Nrf2 (ARE) signaling | AREc32 ARE-luciferase reporter (MCF7-derived line), luminescence, 24 h | Potency, µM (doses to about 46.1 µM), for the others: at the top dose activation, usual class: activators | 410,000 tested, 0.31% active | AID 624171; further: potency means the concentration at half of the fitted maximal effect; % of control where 0% means no effect; nearly all actives have a fitted effect of over 65% in size
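Quantitative high-throughput format: AREc32 reporter cells, 1000 per well, received compound by pin transfer and were incubated 24 hr at 37 deg C, 5% CO2, before Steady-Glo luminescence detection.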
EPAC2 ag: agonists of human EPAC2 (RAPGEF4). Q8WZA2. EPAC2 activation, biochemical qHTS; response scale: 100% = 6.5 mM cAMP response. Potency, µM (series often up to 154 µM), inactives show top-dose activation, usual class: activators. 360,000 tested, 0.079% active. AID 720711; further: potency means the concentration at half of the fitted maximal effect; nearly all actives have a fitted effect of over 50% in size
Target sequence (Q8WZA2 whole entry, looked up): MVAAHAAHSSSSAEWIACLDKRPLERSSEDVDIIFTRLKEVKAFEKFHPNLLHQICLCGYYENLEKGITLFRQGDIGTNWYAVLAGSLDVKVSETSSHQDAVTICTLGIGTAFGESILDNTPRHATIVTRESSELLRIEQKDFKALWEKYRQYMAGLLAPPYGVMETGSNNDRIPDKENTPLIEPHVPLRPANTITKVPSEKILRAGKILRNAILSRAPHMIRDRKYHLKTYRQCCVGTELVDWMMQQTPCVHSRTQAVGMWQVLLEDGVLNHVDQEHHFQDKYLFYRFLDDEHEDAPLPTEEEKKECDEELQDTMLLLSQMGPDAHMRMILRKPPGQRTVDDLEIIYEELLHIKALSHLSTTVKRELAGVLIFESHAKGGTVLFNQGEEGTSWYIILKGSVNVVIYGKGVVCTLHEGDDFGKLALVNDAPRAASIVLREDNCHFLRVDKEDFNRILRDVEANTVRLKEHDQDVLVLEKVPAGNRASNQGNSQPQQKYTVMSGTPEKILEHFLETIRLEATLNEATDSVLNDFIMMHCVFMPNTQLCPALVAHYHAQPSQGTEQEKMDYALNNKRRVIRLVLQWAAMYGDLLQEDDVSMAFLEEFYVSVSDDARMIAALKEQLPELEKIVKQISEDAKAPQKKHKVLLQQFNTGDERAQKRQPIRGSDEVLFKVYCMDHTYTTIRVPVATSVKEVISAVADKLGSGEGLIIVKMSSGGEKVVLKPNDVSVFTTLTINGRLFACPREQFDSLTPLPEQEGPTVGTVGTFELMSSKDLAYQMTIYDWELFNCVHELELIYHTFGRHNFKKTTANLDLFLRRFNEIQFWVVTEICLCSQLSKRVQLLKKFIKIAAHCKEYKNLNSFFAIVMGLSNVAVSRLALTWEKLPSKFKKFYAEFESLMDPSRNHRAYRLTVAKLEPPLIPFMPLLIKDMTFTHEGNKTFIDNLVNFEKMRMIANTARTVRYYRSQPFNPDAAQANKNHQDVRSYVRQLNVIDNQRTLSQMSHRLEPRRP
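Guanine nucleotide exchange by EPAC2 is measured as reduced fluorescence of BODIPY-GDP once it is released from 250 nM Rap1B. Plates are read kinetically for 30 min at room temperature; results are scaled to 6.5 mM cAMP.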
Numbers without * were called inactive; i = inactive; ? = inconclusive; · = no result given; [ ] = another dose, or the depositor's remark. Unless noted, the call rests on the fitted dose curve; in most records, active means well fitted curve in the direction sought with a large enough effect; inconclusive means small, poorly fitted or top-dose-only effect, or another doubt; inactive means no such curve, though single readings can be large; an effect the other way counts as inactive or inconclusive.

cpd	SMILES	TGFb SMAD3 inh	A549 tox	ATXN2 expr inh	Nrf2 inh	HepG2 viability
1	CC(C)(C)n1nnnc1C(c1cc2ccccc2o1)N(CCC#N)Cc1ccccc1 (stereo not given)	·	·	-9%	·	·
2	CC1Cc2ccccc2N1C(=O)C1CCCN1S(=O)(=O)c1ccc(Cl)cc1 (stereo not given)	2%	17%	-7%	12%	-10%
3	Nc1ccccc1C(=O)NCCCN1CCN(c2cccc(Cl)c2)CC1	-2%	6%	-24%	-1%	-6%
4	Cc1ccccc1-n1c(SCC(=O)N2CCC(C(=O)O)CC2)nnc1-c1ccncc1	-5%	1%	-15%	7%	-31%
5	CC(=O)Nc1ccc(N2CC(C)(C)C2=O)cc1	-1%	13%	·	13%	-19%
6	O=C(CC[C@H]1O[C@@H](n2cnc3c(NC(=O)c4ccccc4)ncnc32)[C@H](O)[C@@H]1O)NCc1nc2ccccc2[nH]1	-1%	·	10%	·	8%
7	NC1=NC(=O)/C(=C/c2cn(Cc3ccccc3)c3ccccc23)S1	-43%	?	62%[activator]	?	-17%
8	O=C(OCc1csc(-c2ccccc2)n1)c1ccc(O)cc1	20%	-5%	16%	28%	3%
9	CC(C)NC(=O)C1(C)CCCN1Cc1ccccc1C#N (stereo not given)	-2%	·	4%	·	-1%
10	NC(Cc1ccccc1)c1csc(Nc2cc(Oc3ccccc3)ncn2)n1 (stereo not given)	?	·	0%	·	32µM*
11	Cc1noc(C)c1C(=O)N1CCC(C(=O)c2ccc(F)cc2F)CC1	2%	-2%	7%	0%	7%
12	CSc1nc(-c2ccc(C)cc2)[nH]c1S(=O)(=O)c1ccccc1	-12%	-11%	-5%	18µM*	-19%
13	Cc1ccc(S(=O)(=O)NCCOc2nc(N3CCOCC3)nc(N3CCOCC3)n2)cc1	-23%	-7%	7%	10%	7%
14	COC(=O)CNC(=O)c1ccc(=O)oc1	-14%	-3%	-19%	·	-30%
15	CCCCn1c(N)c(N(Cc2ccccc2OC)C(=O)CN2C(=O)NC(C)(c3ccccc3)C2=O)c(=O)[nH]c1=O (stereo not given)	6%	-3%	12%	12%	7%

cpd	ATXN viability	IL-2 act	Nrf2 ARE act	EPAC2 ag
1	i	-0.7	-0.4%	19%
2	i	0.1	-0.4%	-5%
3	i	0.8	0.3%	13%
4	i	-0.8	0.2%	2%
5	i	-1.6	-0.4%	5%
6	i	0.8	-1.9%	1%
7	i	1.1	13%	15%
8	i	-0.6	7.9%	6%
9	i	0.7	-1.0%[9.22 µM]	-2%
10	32µM*	-0.6	-3.1%	10%
11	i	-3.7	-0.5%	5%
12	i	0.8	2.6%	11%
13	i	1.3	1.7%	3%
14	i	-0.6	-0.5%	18%
15	i	0.3	2.6%	5%

Copied from the list.
TGFb SMAD3 inh result of Cc1noc(C)c1C(=O)N1CCC(C(=O)c2ccc(F)cc2F)CC1 → 2%
IL-2 act result of CC(=O)Nc1ccc(N2CC(C)(C)C2=O)cc1 → -1.6

The results go on.
cpd	SMILES	TGFb SMAD3 inh	A549 tox	ATXN2 expr inh	Nrf2 inh	HepG2 viability
16	COc1cccc(NC(=O)CCC2CCN(C(=O)c3c(C)noc3C)CC2)c1	-6%	-1%	8%	-11%	4%
17	CCCC(C(=O)NC1CCCC1)N(Cc1ccc2c(c1)OCO2)C(=O)c1snc(C(N)=O)c1N (stereo not given)	5%	-5%	-6%	-3%	-13%
18	CC1(C)Cc2[nH]c(=O)c(C#N)cc2CS1	1%	-1%	6%	4%	-4%
19	CCCc1cc(=O)oc2c3c(ccc12)OCN(Cc1ccc(OC)cc1)C3	-2%	-1%	·	-8%	-11%
20	COc1ccc(NC(=O)CSc2nnc(-c3ccccn3)n2N)c(OC)c1	-19%	10%	-4%	0%	-3%
21	CCOC(=O)c1c(NC(=O)COC(=O)CNC(=O)c2ccco2)sc(C)c1C	-23%	2%	?	-11%	-24%
22	COc1ccccc1CCNS(=O)(=O)CCNC(=O)c1ccc2c(c1)OCO2	18%	2%	7%	26%	2%
23	O=C1CN(C(=O)CSc2nc3ccccc3c(=O)n2Cc2ccc(F)cc2)c2ccccc2N1	0%	-6%	-30%	-15%	4%
24	COCCCNC(=O)C1CCN(S(=O)(=O)N(CC(C)C)CC(C)C)CC1	-3%	-4%[1.84 µM]	-4%	-3%	-3%
25	Cc1cc(-n2c(C)cc(C(=O)COc3cccnc3[N+](=O)[O-])c2C)no1	19%	6%	3%	33%	-5%
26	CCOC(=O)C1=C(CC)Nc2ccccc2N/C1=N\S(=O)(=O)c1ccc(C(=O)OCC)cc1	0%	-2%	89%[activator]	?	3%
27	Cc1ccc(C)c(S(=O)(=O)N2CCCCC2CCNC(=O)C(=O)NCc2ccccc2)c1 (stereo not given)	?	-13%	-27%	-2%	-17%
28	CCCC(=O)Nc1ccc(C(=O)N/N=C/c2cccnc2)cc1	12%	-5%	-1%	-20%	58%
29	CC(C)(C)OC(=O)NCCCCCNC(=O)c1nc[nH]c1C(=O)NCc1ccc(CNC(=O)OC(C)(C)C)cc1	?	?	20µM*	13µM*	-15%
30	Cc1ccc(S(=O)(=O)N2CCC(=O)N(C(COCc3ccc(C(F)(F)F)cc3)Cc3ccccc3)CC2)cc1 (stereo not given)	-3%	-5%	-5%	-12%	-37%

cpd	ATXN viability	IL-2 act	Nrf2 ARE act	EPAC2 ag
16	i	-1.7	-0.3%	4%
17	i	-5.4	0.1%	21%
18	i	-0.5	0.0%	-2%
19	·	·	3.1%	·
20	i	-4.5	0.2%	5%
21	i	-0.3	-0.1%	-2%
22	i	-1.5	0.0%	-1%
23	i	-3.2	-0.4%	6%
24	i	-2.1	-0.6%	9%
25	i	-3.0	5.2%	6%
26	i	-2.9	-0.2%	4%
27	i	-1.1	0.5%	11%
28	i	-3.3	0.5%	11%
29	16µM*	-0.6	-2.5%	-6%
30	?	0.3	-0.1%	-10%

Further compounds.
cpd	SMILES	TGFb SMAD3 inh	A549 tox	ATXN2 expr inh	Nrf2 inh	HepG2 viability
31	O=C(CN1C(=O)c2ccccc2S1(=O)=O)N1CCN(c2ccccc2)CC1	13%	0%	4%	·	16%
32	COc1ccc(C(=O)C2CCN(C(=S)NCCc3ccccc3)CC2)cc1	4%	-1%	0%[11.3 µM]	-11%	-10%
33	CC(C)C(=O)N/N=C/c1ccc(OCc2ccccc2)cc1	?	-4%	19%	-15%	10%
34	CCC(=O)N1CCc2cc(S(=O)(=O)NC(C(=O)Nc3cccc(C)n3)C(C)C)ccc21 (stereo not given)	-4%	0%	6%	3%	12%
35	CCn1c(SCC(=O)N(C)Cc2ccc(OC)c(F)c2)nc2cc(S(N)(=O)=O)ccc21	-4%	2%	-18%	?	-24%
36	CCOc1ccc(-c2nnc(SCC(=O)N3CCN(c4ccccc4)CC3)o2)cc1	4%	0%	6%	1%	5%
37	CNC(=O)c1[nH]cnc1C(=O)N[C@@H](Cc1ccccc1)C(=O)OCc1ccccc1	2%	-6%	24%	12%	-40%
38	CC(C)NC(=O)CSc1ccccc1C(=O)NNC(=O)Cn1ccc(C(F)(F)F)n1	?	-5%	-6%	-1%	4%
39	Clc1ccc(Nc2ncn[nH]2)cc1	8%	-2%	·	3%	-31%
40	CC(=O)C1C(C)CC2C3CCC4CC(=O)CCC4(C)C3CCC21C (stereo not given)	-2%	11%	-19%	16%	6%
41	COc1ccc(NC(=O)N2CCCC(CNS(=O)(=O)c3cccs3)C2)c(C)c1 (stereo not given)	3%	0%	-2%	-4%	-7%
42	CN(O)C(=S)c1ccccc1	?	-18%	4µM*	?	-113%
43	Cc1ccc(N=Cc2cc3c(cc2[N+](=O)[O-])OCO3)cc1[N+](=O)[O-]	?	0%	·	10%	-15%
44	COc1ccccc1COn1c(=O)c(-c2ccco2)[n+]([O-])c2ccccc21	-10%	-2%	·	-27%	-1%
45	COc1ccccc1NC(=O)CSc1nccc(-c2ccco2)n1	2%	-4%	4%	-32%	-5%

cpd	ATXN viability	IL-2 act	Nrf2 ARE act	EPAC2 ag
31	i	6.7	0.3%	-10%
32	i	-2.4	0.4%	-4%
33	i	1.6	2.0%	-1%
34	i	1.5	-0.2%	6%
35	i	-2.9	-0.8%	14%
36	i	1.9	0.3%	3%
37	i	-0.8	16%	-4%
38	i	0.3	-0.5%	5%
39	·	-1.9	0.2%	11%
40	i	0.5	3.1%	-2%
41	i	-5.8	-0.1%	-3%
42	·	-0.7	?	2%
43	i	-0.1	3.3%	7%
44	i	0.0	9.3%	-2%
45	i	1.1	?	10%

In the list so far, 4 contain a furan ring, fused or not:
cpd	SMILES	TGFb SMAD3 inh	A549 tox	ATXN2 expr inh	Nrf2 inh	HepG2 viability
1	CC(C)(C)n1nnnc1C(c1cc2ccccc2o1)N(CCC#N)Cc1ccccc1 (stereo not given)	·	·	-9%	·	·
21	CCOC(=O)c1c(NC(=O)COC(=O)CNC(=O)c2ccco2)sc(C)c1C	-23%	2%	?	-11%	-24%
44	COc1ccccc1COn1c(=O)c(-c2ccco2)[n+]([O-])c2ccccc21	-10%	-2%	·	-27%	-1%
45	COc1ccccc1NC(=O)CSc1nccc(-c2ccco2)n1	2%	-4%	4%	-32%	-5%

cpd	ATXN viability	IL-2 act	Nrf2 ARE act	EPAC2 ag
1	i	-0.7	-0.4%	19%
21	i	-0.3	-0.1%	-2%
44	i	0.0	9.3%	-2%
45	i	1.1	?	10%
